Cdc42 wt GTP: modulators of GTP binding to wildtype Cdc42, primary screen, biochemical, multiplex bead flow cytometry, Bodipy-GTP | 190,000 tested, 0.2% active | GST-Cdc42 beads; actives lie on both sides | Cell division control protein 42 homolog (Homo sapiens), P60953 | AID 761, 2007 | percent activity (GTP binding), % at 10 µM;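 active = percent activity GTP binding at least 20 points away from the 100% baseline, either down as inhibitor or up as activator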;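 also: median bead fluorescence of bound Bodipy-FL-GTP at 100 nM; 0% = excess unlabeled GTP control and 100% = no compound control; below 100% means less GTP binding so inhibitor and above means activator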
Target sequence (P60953 whole entry, looked up): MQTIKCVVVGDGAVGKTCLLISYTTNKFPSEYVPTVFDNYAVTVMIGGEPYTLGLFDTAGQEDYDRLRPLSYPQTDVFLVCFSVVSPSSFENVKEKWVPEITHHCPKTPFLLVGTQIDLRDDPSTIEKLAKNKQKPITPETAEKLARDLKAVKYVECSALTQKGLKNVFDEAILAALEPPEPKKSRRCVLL
Rab7 wt GTP bind: modulators of GTP binding to Rab7, primary screen, biochemical, wildtype, multiplex bead flow cytometry; GTP binding activity (percent of control), % at 10 µM; 190,000 tested, 0.055% active; GST-Rab7 beads, fluorescent GTP binding; actives lie on both sides; untreated = 100%, excess cold GTP = 0%;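 active = fluorescent GTP binding to Rab7 beads changed by at least 20 points from the 100% baseline, either direction, mostly lower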;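 also: median green fluorescence of bound Bodipy-FL-GTP per Rab7 bead population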
Rac1 wt GTP bind: wildtype Rac1 GTP binding modulators, primary screen, biochemical, GST-Rac1 beads, flow cytometry, multiplex. Ras-related C3 botulinum toxin substrate 1 (Homo sapiens), P63000. GTP binding activity (% of control), % at 10 µM. AID 757, 2007. 190,000 tested, 0.27% active. fluorescent GTP binding; actives lie on both sides; 0 = cold GTP competed, 100 = untreated;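 active = GTP binding activity at least 20 points away from the 100% control level, either lower or higher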
ABCB1 inh: ABCB1 efflux pump inhibitors, primary screen, cell-based, multiplex, flow cytometry, ABCG2 counter-screen; inhibition, % at 6.6 µM; ATP-dependent translocase ABCB1 (Homo sapiens), P08183; CCRF-Adr cells, JC-1 efflux; 190,000 tested, 0.067% active; in the data active = inhibition above about 40%;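 also: 0% = vehicle and 100% = reference inhibitor; higher value means more JC-1 retained so stronger ABCB1 efflux block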
Avidin bead fluor: green autofluorescence of compounds with avidin beads – biophysical, 488/530 nm, flow cytometry, artefact control, profiling panel; compound fluorescence 488/530 nm; hits give high values; fluorescence (KMESF) at 10 µM; 220,000 tested, 0.38% active; AID 1775, 2009; in the data active = fluorescence above about 47; also: inactives centre near 10
Mcl1 Noxa PPI: Mcl-1/Noxa binding inhibitors, primary screen, biochemical, TR-FRET, 1536-well; Induced myeloid leukemia cell differentiation protein Mcl-1 (Homo sapiens), Q07820; TR-FRET Mcl-1/Noxa peptide binding, 2 h; inhibition, % at 21.7 µM; 220,000 tested, 1.5% active; AID 1022, 2008;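 active = compounds that cut the protein-peptide binding signal by more than 50% relative to plate controls in a single-dose test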;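 also: His-tagged Mcl-1 with rhodamine Noxa BH3 peptide and terbium anti-His antibody; 0% = Mcl-1 plus Noxa peptide wells and 100% = peptide-only wells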
ABCG2 block: ABCG2 efflux pump inhibitors, primary screen, multiplex with ABCB1, IgMXP3 cells, flow cytometry. 190,000 tested, 0.1% active. JC-1 efflux. Broad substrate specificity ATP-binding cassette transporter ABCG2 (Homo sapiens), Q9UNQ0. inhibition, % at 6.6 µM;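 active = inhibition above 80%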;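 also: 0% = DMSO and 100% = nicardipine control wells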
Target sequence (Q9UNQ0 whole entry, looked up): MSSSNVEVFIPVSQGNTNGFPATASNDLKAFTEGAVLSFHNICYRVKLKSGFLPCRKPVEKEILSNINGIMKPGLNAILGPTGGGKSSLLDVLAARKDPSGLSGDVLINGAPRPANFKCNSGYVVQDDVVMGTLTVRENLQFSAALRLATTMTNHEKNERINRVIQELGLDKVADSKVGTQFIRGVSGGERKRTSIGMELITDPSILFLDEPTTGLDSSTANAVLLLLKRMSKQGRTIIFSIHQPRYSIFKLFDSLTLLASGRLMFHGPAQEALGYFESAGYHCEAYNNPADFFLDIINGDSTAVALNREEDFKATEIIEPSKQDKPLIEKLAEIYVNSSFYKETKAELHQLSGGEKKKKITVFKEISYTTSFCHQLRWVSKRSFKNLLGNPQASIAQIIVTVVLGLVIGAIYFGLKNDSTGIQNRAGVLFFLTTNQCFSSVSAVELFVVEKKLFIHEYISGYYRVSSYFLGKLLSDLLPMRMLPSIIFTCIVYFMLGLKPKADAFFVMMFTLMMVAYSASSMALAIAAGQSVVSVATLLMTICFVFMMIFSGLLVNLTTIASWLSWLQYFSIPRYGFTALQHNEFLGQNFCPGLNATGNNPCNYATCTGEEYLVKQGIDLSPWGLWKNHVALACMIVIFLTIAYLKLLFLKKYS
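Test system: IgMXP3 (ABCG2) plus far-red-tagged CCRF-Adr (ABCB1) cells / Amount: 3 million cells/mL in well / Reagent: JC-1 transporter substrate / Timing: 10 min compound exposure, 25 °C / Signal: flow cytometry, 530 nm JC-1 signal / Read-out: percent efflux inhibition, scaled nicardipine 100% to DMSO 0% / Benchmarks: nicardipine as high control, DMSO as low control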
Rac1 mut GTP: GTP binding modulators of activated mutant Rac1, primary screen, biochemical, bead-based flow cytometry, multiplex, fluorescent GTP; Ras-related C3 botulinum toxin substrate 1 (Homo sapiens), P63000; GST-Rac1 activated beads; actives lie on both sides; 100% means binding = to untreated wells; 190,000 tested, 0.11% active; percent activity (GTP binding), % at 10 µM;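 active = GTP binding at least 20 percentage points away from the 100% baseline, in either direction, so actives lie on both sides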
HRas wt GTP: modulators of GTP binding to HRas wildtype, primary screen, biochemical, bead-based flow cytometry, multiplex; GTPase HRas (Homo sapiens), P01112; GST-Ras wt beads, Bodipy-FL-GTP binding; actives lie on both sides; GTP binding activity, % at 10 µM; 190,000 tested, 0.14% active; AID 759, 2007;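 active = GTP binding activity at least 20% away from the 100% baseline, either lowered as inhibitor or raised as activator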;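 also: 0% = unlabeled GTP competition control and 100% = no-compound control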
Target sequence (P01112 whole entry, looked up): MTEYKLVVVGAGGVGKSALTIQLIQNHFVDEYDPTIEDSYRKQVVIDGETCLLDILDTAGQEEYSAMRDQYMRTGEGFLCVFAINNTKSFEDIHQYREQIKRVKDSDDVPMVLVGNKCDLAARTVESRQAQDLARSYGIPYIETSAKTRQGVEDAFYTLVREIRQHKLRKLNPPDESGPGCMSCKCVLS
Rab2 wt GTP: modulators of GTP binding to Rab2A wildtype, primary screen, biochemical, dog, bead-based flow cytometry, multiplex. Ras-related protein Rab-2A (Canis lupus familiaris), P61105. GST-Rab2 wt beads, Bodipy-GTP binding. GTP binding activity, % at 10 µM. 190,000 tested, 0.19% active. AID 760, 2007;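 active = GTP binding activity at least 20 points away from 100%, either lowered or raised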;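 also: 0% = beads with excess unlabeled GTP and 100% = no-compound control corrected for plate trend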
Pf gamet viab: late stage P. falciparum gametocyte viability inhibitors, primary screen, ATP luminescence, HTS; 150,000 tested, 0.065% active; P. falciparum stage V gametocytes, 24 h; inhibition, % at 10.9 µM;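 active = inhibition above the mean plus 3 SD of compounds within the control limits, set per campaign, cut at about 38% in these data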;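 also: 0% = DMSO wells and 100% = medium only without gametocytes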
Starred values were filed as active, the others as inactive; x = not tested or not shown.

SMILES	Cdc42 wt GTP	Rab7 wt GTP bind	Rac1 wt GTP bind	ABCB1 inh	Avidin bead fluor	Mcl1 Noxa PPI	ABCG2 block	Rac1 mut GTP	HRas wt GTP	Rab2 wt GTP	Pf gamet viab
Cc1ccc(/C=N/N(C)C2=NS(=O)(=O)c3ccccc32)o1	64*	90	64*	2.8	9	13	25	82	66*	65*	x
CCOc1ccc(CCNC(=O)Cc2nn[nH]n2)cc1OCC	103	102	100	0.4	4	1	6	97	102	101	-8
Cc1c(/C=N/Nc2ccc(F)cc2)c(O)n(C)c(=O)c1C#N	95	100	98	-0.6	9	60*	-1	94	98	94	-11
O=C1/C(=N\O)Cc2ccccc21	98	99	95	0.2	7	7	0	96	98	95	x
Cn1c(=O)cc(N2CCN(C(=O)c3ccco3)CC2)[nH]c1=O	95	94	98	0.0	5	-11	-1	97	98	97	x
O=C(Nc1nnc(-c2cccs2)s1)c1cccc(F)c1	92	94	97	-2.9	16	13	-1	92	90	93	8
Cc1ccc(-c2nnc(NCc3ccccc3)c3ccccc23)cc1	98	101	99	0.7	8	-1	13	99	100	99	3
COc1cccc(N2CCN(CC(=O)NCc3cccs3)CC2)c1	97	98	99	1.3	x	12	11	97	98	99	1
COc1nc(NCCO)nc(Nc2ccccc2F)n1	94	97	97	1.0	11	3	6	98	95	93	-21
Cc1ccc(S(=O)(=O)N2CCN(c3ccnc4cc(Cl)ccc34)CC2)cc1	93	99	98	5.6	6	2	1	98	96	95	18
Nc1ccc(-c2nc3ccc([N+](=O)[O-])cc3[nH]2)cc1	95	98	94	0.1	8	51*	1	92	93	92	1
CCOC(=O)c1c(CC(C)C)csc1NC(=O)C(C)C	95	100	91	0.8	12	-4	7	96	97	100	-18
Cc1ccc(C(=O)Nc2ccc(NC(=O)c3cccs3)cc2)cc1[N+](=O)[O-]	96	105	99	0.0	14	18	1	97	100	100	-10
Cc1ccc(-c2csc(/C(C#N)=C/Nc3ccccc3SC(F)(F)F)n2)c(C)c1	101	100	105	0.2	5	-5	-1	101	100	99	-5
CC(=O)c1ccc(NC(=O)C2Cc3ccccc3CN2C(=O)c2ccccc2)cc1 (stereo unspecified)	101	103	102	1.0	8	8	11	98	101	100	13
O=C1c2ccccc2C(=O)c2c1cccc2N1CCOCC1	100	99	99	0.9	15	7	8	98	100	100	-12
COc1cc(C(=O)NC(=S)Nc2ccc3c(c2)C(=O)N(C)C3=O)cc(OC)c1OC	96	94	99	0.6	5	-12	0	102	102	99	-18
CCOC(=O)c1c(C)n(C)c2ccc(OCC(O)Cn3nc(C)c(Br)c3C)cc12 (stereo unspecified)	100	98	101	0.5	x	-9	2	96	98	98	x
CCSC1=N/C(=C\c2ccc(OC)cc2)C(=O)N1	102	99	105	0.2	14	5	9	100	101	102	-12
CSc1ccccc1C(=O)C1CCCN(C(=O)c2ccc(N3CCOCC3)cc2)C1 (stereo unspecified)	98	96	98	0.2	6	9	1	96	97	98	x
O=C(NC1CCN(C(=O)NC2CCCCC2)CC1)c1ccco1	103	99	104	0.7	12	-7	3	102	106	103	-10
CCCCc1c(C)nc2ccccc2c1SCCC#N	98	101	103	0.2	6	33	7	97	98	96	-5
CCc1c(C)nc(SCC(=O)c2cccs2)c(C#N)c1C	96	94	95	3.3	16	28	9	95	95	93	x
O=c1cc2c(nn1Cc1cccc(Cl)c1)-c1ccccc1CC2	99	100	100	0.6	7	0	4	98	98	98	x
COc1ccc(C2Sc3nncn3N2Cc2ccc(C#N)cc2)cc1 (stereo unspecified)	100	100	102	0.2	25	18	1	97	100	100	x

Structures from the list above containing an aryl thioether with sulfur outside any ring, in the order listed:
SMILES	Cdc42 wt GTP	Rab7 wt GTP bind	Rac1 wt GTP bind	ABCB1 inh	Avidin bead fluor	Mcl1 Noxa PPI	ABCG2 block	Rac1 mut GTP	HRas wt GTP	Rab2 wt GTP	Pf gamet viab
Cc1ccc(-c2csc(/C(C#N)=C/Nc3ccccc3SC(F)(F)F)n2)c(C)c1	101	100	105	0.2	5	-5	-1	101	100	99	-5
CSc1ccccc1C(=O)C1CCCN(C(=O)c2ccc(N3CCOCC3)cc2)C1 (stereo unspecified)	98	96	98	0.2	6	9	1	96	97	98	x
CCCCc1c(C)nc2ccccc2c1SCCC#N	98	101	103	0.2	6	33	7	97	98	96	-5
CCc1c(C)nc(SCC(=O)c2cccs2)c(C#N)c1C	96	94	95	3.3	16	28	9	95	95	93	x

HRas wt GTP, hit marks shown above
molecule	Cdc42 wt GTP	Rab7 wt GTP bind	Avidin bead fluor	Mcl1 Noxa PPI	ABCG2 block	HRas wt GTP	Rab2 wt GTP
Cc1ccc(/C=N/N(C)C2=NS(=O)(=O)c3ccccc32)o1	64*	90	9	13	25	66*	65*

Later entries.
SMILES	Cdc42 wt GTP	Rab7 wt GTP bind	Rac1 wt GTP bind	ABCB1 inh	Avidin bead fluor	Mcl1 Noxa PPI	ABCG2 block	Rac1 mut GTP	HRas wt GTP	Rab2 wt GTP	Pf gamet viab
O=C(CSc1nc2ccccc2n1CCc1ccccc1)NC1CCS(=O)(=O)C1 (stereo unspecified)	95	100	97	0.0	6	18	1	96	99	98	x
CN(C)c1ccc(P(=O)(OC2CCCCC2)C(O)c2cccnc2)cc1 (stereo unspecified)	95	98	95	0.7	6	14	1	97	95	94	-7
O=C(N/N=C/c1ccc2c(c1)OCO2)/C(=C/c1ccc2c(c1)OCO2)NC(=O)c1ccccc1	100	106	96	-0.1	21	3	0	97	101	103	x
CCCn1c(SCC(=O)Nc2nnc(-c3ccccc3)s2)nnc1-c1ccccn1	104	99	102	6.3	24	5	3	99	100	99	x
COc1ccc(/C=N/NC(C)(C)C)c(OC)c1	95	107	98	0.0	23	23	0	99	98	97	4
Cn1cccc1/C=C1\SC(=O)N(c2ccc(O)cc2)C1=O	102	100	107	0.4	5	8	2	101	100	97	16
O=C(CNC(=O)c1ccc(Cl)cc1)NCC(F)(F)F	102	99	105	-0.7	17	5	-2	101	100	99	x
CCOc1cc(/C=N/O)ccc1OCc1ccc([N+](=O)[O-])cc1	99	97	98	1.9	15	14	35	103	101	101	-1
CCCn1c(N2CCN(C(=O)Nc3ccccc3)CC2)nc2ccccc21	95	102	97	1.0	11	10	7	95	97	98	5
CC1=CC=CC2=NC(=O)CC(C)(C(=O)N(CC(=O)NC(C)C)C3CCCC3)N12 (stereo unspecified)	102	100	102	0.3	28	-1	1	100	101	99	x
CC(C)N(Cc1ccccc1)C(=O)CCc1ccccc1	95	94	98	2.0	11	0	4	95	97	93	-19
CCN1C(=O)CSC1=NC12CC3CC(CC(C3)C1)C2	101	100	103	0.2	7	-5	2	99	100	99	0
COc1ccccc1CNC(=O)C1CCN(c2nc3ccccc3o2)CC1	108	105	106	0.6	17	6	1	98	105	104	-7
O=C(Nc1ccc(N2CCN(C(=O)c3ccc(Cl)cc3)CC2)cc1)c1cc2ccccc2o1	96	95	94	0.1	16	20	0	95	95	95	-8
CCOCCCNc1nc2c(-c3ccccc3)nnn2c2ccccc12	104	99	109	0.2	7	-77	6	99	101	105	x
O=[N+]([O-])c1ccc(/C=N/Nc2cc(Cl)nc(-c3ccccc3)n2)cc1	105	103	104	0.3	11	26	2	101	106	105	0
CCOC(=O)C1CCCCN1Cc1ccc(C(F)(F)F)cc1 (stereo unspecified)	104	99	102	1.2	8	6	2	99	102	101	x
CCc1ccccc1NC(=O)c1cnccn1	99	103	101	0.2	24	11	2	99	99	99	x
O=C(CCc1nc2cccnc2n1Cc1ccccc1)NCCc1ccc(Cl)cc1	103	99	106	3.7	28	6	24	101	103	101	x
O=C(C/C=N/OCc1ccc(Cl)cc1Cl)c1ccccc1	101	101	103	-0.1	13	2	18	97	99	101	11
CSc1cccc(NC(=S)N(Cc2ccc(C)cc2)Cc2cccnc2)c1	100	94	100	1.4	9	6	26	95	100	98	-34
O=C(NCc1cccnc1)c1csc2c1CCCC2	100	102	105	0.2	14	10	2	100	101	99	-6
CN=Cc1cc(-c2ccccc2)sc1O	95	101	99	-1.8	9	25	29	97	98	101	x
CN1CCC(OC(=O)COc2ccc(F)cc2)CC1	99	102	101	0.6	6	23	8	95	100	102	4
CC(=O)c1c(C)nc(-c2ccccc2)nc1NC(=O)Cc1ccccc1	94	100	98	0.3	8	17	15	94	98	97	17

Sorted by the number under Rab7 wt GTP bind (high to low): 3 of the compounds above.
Structure | Rab7 wt GTP bind
COc1ccccc1CNC(=O)C1CCN(c2nc3ccccc3o2)CC1 | 105
O=[N+]([O-])c1ccc(/C=N/Nc2cc(Cl)nc(-c3ccccc3)n2)cc1 | 103
O=C(CNC(=O)c1ccc(Cl)cc1)NCC(F)(F)F | 99

Carrying on:
SMILES	Cdc42 wt GTP	Rab7 wt GTP bind	Rac1 wt GTP bind	ABCB1 inh	Avidin bead fluor	Mcl1 Noxa PPI	ABCG2 block	Rac1 mut GTP	HRas wt GTP	Rab2 wt GTP	Pf gamet viab
CCc1nc(N2CCOCC2)c(C#N)c2c1CCCC2	102	98	100	0.7	32	15	5	97	101	99	-11
Cc1onc(-c2ccccc2)c1C(=O)Nc1ccnn1C1CCCCC1	104	102	102	0.1	16	13	-1	104	103	103	x
Cc1ccc(-c2csc(NC(=O)C3CCN(S(=O)(=O)c4cccs4)CC3)n2)cc1	104	101	104	-1.7	2	-11	-3	99	100	102	29
CC(/C=N/NC(=O)Cn1cnc2ccccc21)=C\c1ccccc1	100	97	98	0.7	3	15	4	100	99	97	9
CC(=O)N1CCN(C(=O)CNc2cc(C(F)(F)F)ccc2OCC(F)(F)F)CC1	100	99	102	-0.6	7	-4	26	100	98	102	11
CCOc1ccc(/C=N/Nc2nc(=O)[nH]nc2C)cc1OC	97	103	98	0.0	5	9	1	98	99	100	-28

Compound activity (PubChem BioAssay)
